EBNA-1 inhibitor: EBNA-1 DNA-binding inhibitors, primary screen, biochemical, fluorescence polarization. AID 1950, 2009. inhibition, % at 14.8 µM. 0.34% of 300,000 active; in the data active means inhibition above about 28%
RPL19A-GFP yeast: RPL19A-GFP expression modulators in yeast, primary screen, cell-based, S. cerevisiae, multiplex flow cytometry, MLPCN. S. cerevisiae RPL19A-GFP strain, 3 h; active compounds read low. percent response vs DMSO, % at 10 µM. 0.3% of 330,000 active;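 active means percent response vs DMSO below 50%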;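 further: median channel GFP fluorescence of the barcoded RPL19A-GFP strain; ratio of sample median GFP to plate DMSO average so 100% = DMSO; lower means less RPL19A-GFP as with rapamycin TOR inhibition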
proCasp7 act: procaspase-7 activators, primary screen, counter-screen for procaspase-3 activator project, biochemical, absorbance, HTS, human; 0.093% of 330,000 active; Caspase-7 (Homo sapiens), P55210; activation, % at 8.5 µM; recombinant procaspase-7, Ac-DEVD-pNA absorbance 405 nm; D23A/D198A/D206A triple mutant, cannot self-cleave; scale: DMSO 0, 5 µM enzyme 100;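 active means percent activation above the screen-wide mean plus 3 SD, cut at about 25% in these data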
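Replicates: singlicate. Assay system: Procaspase-7 triple mutant (PC-7 D3A). Signal: 405 nm absorbance of p-nitroaniline. Times: 1 h preincubation, 2 h reaction. Buffer or medium: Zinc-free HEPES pH 7.4 with 300 mM NaCl, 0.01% Triton X-100. Also added: DEVD-pNA substrate. Benchmarks: DMSO wells as 0%, DMSO with 5 µM added PC-7 as 100%.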
LAP4-GFP MLPCN: modulators of LAP4-GFP expression in yeast, primary screen, S. cerevisiae, multiplex flow cytometry, MLPCN library | 3 h; median GFP as percent of DMSO wells | GFP response vs DMSO, % at 10 µM | 0.34% of 320,000 active;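 active means GFP response vs DMSO above a set limit, about the screen mean plus 3 SD, cut at about 150% in these data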
proCasp3 act: activators of human procaspase-3 D3A mutant, primary screen, biochemical, absorbance, PC-3 D3A mutant, single concentration | Caspase-3 (Homo sapiens), P42574 | recombinant procaspase-3 D3A, Ac-DEVD-pNA absorbance 405 nm | AID 463141, 2010 | 0.11% of 330,000 active | activation, % at 8.5 µM;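 active means activation above the mean of all tested compounds plus 3 SD, cut at about 21% in these data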;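 further: 0% = DMSO alone and 100% = DMSO wells spiked with extra 5 µM PC-3 D3A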
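Test system: Procaspase-3 D3A mutant, all three cleavage aspartates alanine | Dosing: Single dose, 8.5 µM nominal compound, 0.8% DMSO | Schedule: 1 h preincubation, 2 h reaction | Technique: 405 nm absorbance of p-nitroaniline, reads at 0 and 120 min | Repeats: One well per compound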
AHR act: AHR activators, primary screen, cell-based, luminescence, luciferase reporter, human; AID 2796, 2010; AHR-responsive luciferase reporter cells; 2.5% of 320,000 active; activation, % at 5 µM; Aryl hydrocarbon receptor (Homo sapiens), P35869; in the data active means activation above about 47%;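 further: 0% = vehicle wells and 100% = reference agonist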
ZTA counter: counter-screen for EBNA-1 inhibitors: inhibitors of Epstein-Barr virus ZTA; P03206; ZTA-DNA binding, fluorescence polarization; inhibition, % at 11 µM; 0.15% of 320,000 active; in the data active means inhibition above about 33%
MEP2 TOR yeast: modulators of MEP2-GFP levels in yeast, primary screen, S. cerevisiae, multiplex flow cytometry, MLPCN library; 0.51% of 330,000 active; S. cerevisiae MEP2-GFP strain, 3 h; 100% = DMSO control level; GFP response vs DMSO, % at 10 µM; AID 2016, 2009;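 active means GFP response versus DMSO above a set limit, roughly screen mean plus 3 SD, cut at about 180% in these data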;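 further: median GFP fluorescence of the barcode-gated MEP2-GFP cells per well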
* hit, by the source's call; x = no result given; [ ] = another dose, or the depositor's remark.

SMILES	EBNA-1 inhibitor	RPL19A-GFP yeast	proCasp7 act	LAP4-GFP MLPCN	proCasp3 act	AHR act	ZTA counter	MEP2 TOR yeast
Cc1ccccc1-n1c(O)cc(=O)[nH]c1=S	0	106	-11	103	-9	-5	-9	113
Cc1cc(C2=CC(=O)C[C@H](c3ccc4c(c3)OCO4)C2)ccc1F	x	98	12	105	2	79*	-17	101
CCOc1ccc(-n2ccc(=O)c(C(=O)Nc3ccc(S(=O)(=O)N4CCOCC4)cc3)n2)cc1	12	94	9	102	12	-1	12	96
CC1CN(C(=O)C(C)N2CCN(c3ccccc3Cl)CC2)CC(C)O1 (stereo unspecified)	-12	100	6	98	4	3	0	99
CCNC(=O)C1CCCc2c1[nH]c1ccc(Cl)cc21 (stereo unspecified)	2	92	7	127	-2	5	12	96
CC1CCCCN1S(=O)(=O)c1ccc(C(=O)Nc2nnc(C3CC3)o2)cc1 (stereo unspecified)	6	81	-7	115	6	0	-19	90
O=S(=O)(c1ccccc1)N1CCC(Oc2ccc(-n3cnnn3)cc2)CC1	-12	101	-7	102	-4	3	8	96
Cc1nc2cc(C(F)(F)F)ccc2n1C1CCN(C(=O)N2CCOCC2)CC1	-2	98	-4	94	6	0	-2	100
Cc1ccc(S(=O)(=O)N(Cc2ccccc2)C(C)C)cc1	6	96	3	102	-6	0	0	112
CCCc1nnc(NC(=O)CCC(=O)NC2CCCCCC2)s1	-4	99	-3	100	-2	2	4	113
CC(=O)Nc1ccc(S(=O)(=O)Nc2cccc(-c3cn4c(n3)SCC4)c2)cc1	1	45*[may fluoresce violet]	12	66[may fluoresce violet]	1	3	-11	130[may fluoresce violet]
CS(=O)(=O)N1CCN(C(=O)c2csc3ccccc23)CC1	2	86	-3	82	5	-1	7	94
O=C1CCN(Cc2ccccc2)CCN1[C@H](CSc1ccccc1)Cc1ccccc1	10	97	-4	131	1	1	-9	84
CCC(CC)C(=O)NCc1ccc(OC)cc1	-6	102	1	110	1	2	6	111
O=C(CSc1nnc(-c2ccncc2)n1CCc1ccccc1)N1CCCC1	9	97	-11	106	-5	0	9	104

An excerpt from above in order of count of non-hydrogen atoms, largest number first.
SMILES	EBNA-1 inhibitor	RPL19A-GFP yeast	proCasp7 act	LAP4-GFP MLPCN	proCasp3 act	AHR act	ZTA counter	MEP2 TOR yeast
CCOc1ccc(-n2ccc(=O)c(C(=O)Nc3ccc(S(=O)(=O)N4CCOCC4)cc3)n2)cc1	12	94	9	102	12	-1	12	96
O=C1CCN(Cc2ccccc2)CCN1[C@H](CSc1ccccc1)Cc1ccccc1	10	97	-4	131	1	1	-9	84
CC(=O)Nc1ccc(S(=O)(=O)Nc2cccc(-c3cn4c(n3)SCC4)c2)cc1	1	45*[may fluoresce violet]	12	66[may fluoresce violet]	1	3	-11	130[may fluoresce violet]
O=S(=O)(c1ccccc1)N1CCC(Oc2ccc(-n3cnnn3)cc2)CC1	-12	101	-7	102	-4	3	8	96
CC1CN(C(=O)C(C)N2CCN(c3ccccc3Cl)CC2)CC(C)O1 (stereo unspecified)	-12	100	6	98	4	3	0	99
Cc1cc(C2=CC(=O)C[C@H](c3ccc4c(c3)OCO4)C2)ccc1F	x	98	12	105	2	79*	-17	101
CCCc1nnc(NC(=O)CCC(=O)NC2CCCCCC2)s1	-4	99	-3	100	-2	2	4	113
Cc1ccc(S(=O)(=O)N(Cc2ccccc2)C(C)C)cc1	6	96	3	102	-6	0	0	112
CCNC(=O)C1CCCc2c1[nH]c1ccc(Cl)cc21 (stereo unspecified)	2	92	7	127	-2	5	12	96
CCC(CC)C(=O)NCc1ccc(OC)cc1	-6	102	1	110	1	2	6	111
Cc1ccccc1-n1c(O)cc(=O)[nH]c1=S	0	106	-11	103	-9	-5	-9	113

New compounds follow.
SMILES	EBNA-1 inhibitor	RPL19A-GFP yeast	proCasp7 act	LAP4-GFP MLPCN	proCasp3 act	AHR act	ZTA counter	MEP2 TOR yeast
Cc1ccc(COC(=O)c2cc(S(=O)(=O)N3CCOCC3)ccc2C)cc1	x	101	3	103	3	-1	4	101
O=C(CSc1nc2ccccc2c(=O)n1-c1ccccc1)N1CCN(CCO)CC1	-7	100	9	95	3	2	12	103
CCOC(=O)N1CCN(C(=O)COc2ccc(S(=O)(=O)Nc3ccc(OCC)cc3)cc2)CC1	13	96	2	104	7	-1	24	106
Nc1c(-c2cccc(Cl)c2)cnn1-c1ccccc1	5	100	-3	106	-2	1	10	105
OC1(c2ccc(Cl)cc2)CCN(Cc2cn[nH]c2-c2ccccc2)CC1	-5	97	-1	112	0	1	0	107
O=C(CN1C(=O)c2ccccc2S1(=O)=O)c1ccc(F)cc1	-2	99	7	106	-7	-5	-8	98
CCCOC(=O)C1=C(C)NC2=C(C(=O)C(C(=O)OC)C(C)C2)C1c1ccc(N(CC)CC)cc1 (stereo unspecified)	-16	103	-29	105	-25	13	-1	102
COc1ccc(Br)cc1CN(C)CC(=O)Nc1cc(Cl)ccc1Cl	-6	107	5	107	0	12	4	110
CCOC(=O)C1CCN(S(=O)(=O)c2ccc(OCC(=O)OC)cc2)CC1	8	98	5	91	-1	1	2	97
O=S(=O)(c1ccc(Br)cc1)N1CCN(c2cc(-c3ccccc3)nc3ncnn23)CC1	11	102	1	103	-7	1	28	103
O=c1oc2ccccc2c(Cl)c1CN1CCCCC1	-3	102	3	102	0	1	10	99
Cc1ccc(Cn2cccc2/C=C2/C(=N)N3C=CSC3=NC2=O)cc1	16	103	-7	96	-12	1	2	104
COc1ccc(S(=O)(=O)N2CCC(C(=O)NCc3ccccn3)CC2)cc1OC	3	101	13	100	-2	0	22	106
CC1(C)CC(=O)C=C(C(=O)NC2CCCc3c2cnn3-c2cc(F)cc(F)c2)O1 (stereo unspecified)	-9	99	7	91	-3	0	8	96
Cc1ccccc1Nc1nc(N)nc(CN(C)Cc2ccccc2Cl)n1	-5	103	-1	90	3	16	-3	101

Single entries from the list:
MEP2 TOR yeast with `COc1ccc(Br)cc1CN(C)CC(=O)Nc1cc(Cl)ccc1Cl` is entered as 110
AHR act with `OC1(c2ccc(Cl)cc2)CCN(Cc2cn[nH]c2-c2ccccc2)CC1` is entered as 1

(continued)
SMILES	EBNA-1 inhibitor	RPL19A-GFP yeast	proCasp7 act	LAP4-GFP MLPCN	proCasp3 act	AHR act	ZTA counter	MEP2 TOR yeast
CCOC(=O)N1CCN(c2c(NCCCN(C)c3ccccc3)c(=O)c2=O)CC1	9	109	12	97	5	9	7	93
CC(=C/C(=O)O)/C=C/c1ccc(Cl)o1	4	110	-15	110	-11	-1	17	110
Cn1cnnc1SC(C(=O)Nc1cccc(C(F)(F)F)c1)c1ccccc1 (stereo unspecified)	-9	94	5	105	4	3	-3	95
COc1ccc(CNc2ncnc3ccccc23)cc1	1	110	-2	89	4	0	2	111
COc1ccc(C2CC(c3ccc(OC)cc3OC(C)=O)=NN2C(=O)c2ccccc2)cc1 (stereo unspecified)	-2	108	2	100	3	1	1	102
Cc1ccccc1C(=O)Nc1ccc(N2CCOCC2)nc1	-2	100	0	103	0	-3	-3	108
C=CCn1c(Cc2ccc(OC)cc2)nnc1SCc1nc2ccccc2c(=O)[nH]1	0	98	7	107	12	5	-11	101
O=C(NNC(=S)Nc1ccc(Cl)cc1)c1ccccc1OC(F)F	-6	102	-2	98	4	104*	-11	104
O=C(Nc1cccc(Br)c1)/C(=C\c1cccnc1)NC(=O)c1ccco1	-2	95	4	92	2	17	-5	98
CC(NC(=O)COc1ccccc1Cl)c1ccccc1 (stereo unspecified)	10	99	-2	101	-6	4	1	96
COc1ccc(N(CC(=O)Nc2ccc3c(c2)OCCO3)S(C)(=O)=O)c(OC)c1	-7	103	6	100	0	3	1	106
CCCn1nc(C(=O)NNC(=O)c2cccc(C)c2)c2ccccc2c1=O	x	107	2	117	2	1	x	115
O=C(CN(c1ccc(Cl)cc1)S(=O)(=O)c1ccccc1)N/N=C/c1ccco1	9	105	10	112	4	2	7	114
Cc1ccc(S(=O)(=O)N2CCN(C3CC(=O)N(Cc4ccccc4)C3=O)CC2)cc1C (stereo unspecified)	-4	109	2	90	4	1	-12	89
Cc1ccc2c(COC(=O)CNC(=O)c3ccco3)cc(=O)oc2c1C	x	98	13	101	9	-3	x	107
CN1c2ccccc2C(=O)NC1c1ccc(Cl)cc1 (stereo unspecified)	4	110	3	106	3	1	9	107
CC1CCC(NC(=O)c2cc(S(=O)(=O)N(C)C)ccc2N2CCCC2)CC1 (stereo unspecified)	7	97	-1	107	4	3	8	103
COC(=O)c1cc(=O)n(Cc2cccs2)c(=Nc2ccc(F)cc2)s1	-12	103	-15	108	1	6	6	98
CCN(CC)C(=O)CC(c1cc(OC)c(OC)c(OC)c1)c1c(OC)cc(OC)c2ccc(=O)oc12 (stereo unspecified)	-12	98	-8	100	0	5	8	106
CCOc1ccc(NC(=O)C2CCCN2S(=O)(=O)c2ccc(OCC)cc2)cc1 (stereo unspecified)	7	98	-6	118	-1	1	2	116
O=Cc1ccc(OCc2cn3ccccc3n2)cc1	-12	95	10	117	9	1	-1	117
COC(=O)c1cccc(NC(=O)COc2cccc([N+](=O)[O-])c2)c1	-7	107	2	101	7	5	9	111
C=CCn1c(SCC(=O)NC2CC2)nc2sc(CC)cc2c1=O	4	99	1	92	3	2	3	105
O=C(NC(N1CCCCCC1)C(Cl)(Cl)Cl)c1ccccc1Cl (stereo unspecified)	-1	114	3	117	-1	1	3	145
CC(=O)Nc1ccc(NC(=O)COC(=O)C2(c3ccc(Cl)cc3)CCCC2)cc1	-6	102	1	107	4	3	0	106
CCCSc1oc(-c2ccco2)nc1S(=O)(=O)c1ccccc1	-5	101	3	107	-2	-3	11	102
COc1ccc(-n2c(=O)c3ccccc3n(CC(=O)c3ccccc3)c2=O)cc1OC	7	90	9	92	7	-3	0	101
O=C(CCC(=O)c1cccs1)Nc1nnc(C2CC2)s1	-3	98	13	114	-3	15	-6	101
C/C(N)=C(/C#N)C(=O)COC(=O)c1ccc(C)c(S(=O)(=O)N2CCCCC2)c1	12	94	-4	x	2	1	21	94
O=c1[nH]c(C(F)(F)F)nc2ccccc12	-10	104	-6	92	-9	0	-6	106
COCCCNC(=O)CCn1c(=O)c2ccccc2n(CC(=O)Nc2ccccc2C)c1=O	-21	101	-5	104	5	1	-12	106

Screening data: PubChem BioAssay, several laboratories
